# Screening data (PubChem)
# MLL CXXC-DNA inh = qHTS Fluorescence Polarization Assay for Inhibitors of MLL CXXC domain - DNA interaction. Histone-lysine N-methyltransferase 2A (Homo sapiens), Q03164. MLL-CXXC / FITC-HOXA9 DNA fluorescence polarization. 290,000 tested, 0.037% active. Potency, µM (doses to about 115 µM), without a hit: at the highest dose activity change, negative = inhibition, usual class: inhibitors; active = well fitted inhibition curve with a large enough effect in the polarisation, with a control signal flat, not every such curve was filed as active; inconclusive = small, poorly fitted or top-dose-only effect, or effect the other way, or a change in a side signal; inactive = no such curve, though single readings can be large or run the other way; the % refers to the polarisation; note: potency is the fitted concentration of half-maximal effect
#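 Fluorescence polarization: 7 uM MLL-CXXC (stock) preincubated 5 min with compounds, then 50 nM fluorescein-HOX-A9 DNA (stock) added; 30 min ambient. Buffer 50 mM Tris-HCl pH 7.5, 50 mM NaCl, 1 mM DTT, 0.05% BSA.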
# TSHR antagonist = Antagonists of the Thyroid Stimulating Hormone Receptor: HTS campaign | activity change, negative = inhibition, % at 11.5 µM | 330,000 tested, 0.2% active | AID 504810, 2011 | TSHR-expressing cells, TSH-stimulated cAMP HTRF, 2 h; stronger effect = lower value | Thyrotropin receptor (Homo sapiens), P16473;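 active = activity change below a set negative limit, meaning inhibition stronger than a set level, cut at about -70% in these data; inconclusive = activity change between two set negative limits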; note: % is set by controls: 0 for no effect and ±100 for the full control effect
# Target sequence (P16473 whole entry, looked up): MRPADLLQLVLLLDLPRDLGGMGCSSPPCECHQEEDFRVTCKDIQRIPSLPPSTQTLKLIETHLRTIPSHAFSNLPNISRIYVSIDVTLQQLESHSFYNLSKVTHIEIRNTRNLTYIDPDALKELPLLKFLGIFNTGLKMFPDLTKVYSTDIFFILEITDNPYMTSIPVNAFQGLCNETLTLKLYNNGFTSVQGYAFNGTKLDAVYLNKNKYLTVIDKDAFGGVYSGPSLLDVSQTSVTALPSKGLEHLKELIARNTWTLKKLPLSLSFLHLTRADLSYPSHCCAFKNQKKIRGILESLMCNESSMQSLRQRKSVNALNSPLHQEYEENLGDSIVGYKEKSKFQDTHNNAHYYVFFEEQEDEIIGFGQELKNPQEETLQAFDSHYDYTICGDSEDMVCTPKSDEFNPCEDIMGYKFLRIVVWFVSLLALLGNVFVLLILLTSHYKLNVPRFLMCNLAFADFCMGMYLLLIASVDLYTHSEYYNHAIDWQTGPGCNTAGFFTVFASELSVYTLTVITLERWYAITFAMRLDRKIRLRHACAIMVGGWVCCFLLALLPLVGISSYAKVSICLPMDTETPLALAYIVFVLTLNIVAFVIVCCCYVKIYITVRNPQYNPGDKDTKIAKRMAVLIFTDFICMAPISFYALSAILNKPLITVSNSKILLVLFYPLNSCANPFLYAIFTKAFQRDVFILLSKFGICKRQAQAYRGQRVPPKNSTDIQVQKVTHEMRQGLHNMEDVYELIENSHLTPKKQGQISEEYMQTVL
#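 Cell-based HTRF cAMP assay; TSHR cells + compound, TSH EC80 (4nM final), 2 h, 37 deg C. Lysis with anti-cAMP cryptate and cAMP-d2, 30 min RT, read 665/620 nm.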
# Giardia kill = Small Molecules that selectively kill Giardia lamblia: qHTS; Giardia lamblia trophozoite viability; 340,000 tested, 0.15% active; activity change, % at 7.66 µM, hits read low; in the data active = activity change below about -80%; inconclusive = between about -30% and that limit;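 note: parasites exposed to compound for two days anaerobically before the ATP read; % is set by controls: 0 for no effect and ±100 for the full control effect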
#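 Trophozoite viability was measured as ATP-dependent luminescence, read 15-30 min after reagent addition. Before that, parasites at 100 cells/well were exposed to compounds for 48 h, anaerobically, at 37 deg C.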
# AT treatment = qHTS Assay for Identifying a Potential Treatment of Ataxia-Telangiectasia; […] A-T fibroblasts, KAP-1 phosphorylation AlphaLISA; neocarzinostatin DNA damage 30 min before lysis; Potency, µM (top dose mostly 57.5 µM), without a hit: top-dose activation, actives largely listed as activators; 320,000 tested, 0.19% active; note: potency is the fitted concentration of half-maximal effect; % of control where 0% means no effect; nearly all actives have a fitted effect of over 45% in size
#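 hTERT-immortalized A-T patient fibroblasts ([…]), 500 cells/well in OPTI-MEM, 1% FBS, got compounds for 60 min, then NCS for 30 min at 37C. Lysates were then assayed for phospho-KAP-1 by AlphaLISA (anti-pKAP1 donor, anti-KAP1 acceptor beads), 6 hr at 25C.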
# TCR act = Activators of T cell receptors: qHTS campaign; primary human leukocytes, anti-CD3, IL-2 HTRF, 48 h; AID 504894, 2011; Potency, µM (top dose mostly 9.22 µM), without a hit: top-dose activation of IL-2 secretion, most hits filed as activators; 330,000 tested, under 10 active; note: % of control where 0% means no effect
#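 Human primary leukocytes + a-CD3 beads + cpd, 48 hr; IL-2 in supernatant by HTRF (ex 320nm / em 665nm). No co-stimulatory signal supplied.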
# FBPA coupling cs = qHTS Assay for Inhibitors of Fructose-1,6-bisphosphate Aldolase from Giardia Lamblia: Coupling assay counterscreen | coupling enzyme system counterscreen, AmpLite Red fluorescence | activity change, negative = inhibition, % at 58.2 µM, hits read low | 290,000 tested, 0.67% active | AID 2472, 2010; in the data active = activity change below about -30%; note: % is set by controls: 0 for no effect and ±100 for the full control effect
#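 Fluorescence at 525 nm excitation and 598 nm emission measured inhibition of the coupled detection system without aldolase. Compounds (at 57.5 uM final) were preincubated 10 min at room temperature with coupling enzyme reagent before a 20 min substrate/AmpLite Red step.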
# Tb PFK block = qHTS Assay to Find Inhibitors of T. brucei phosphofructokinase. ATP-dependent 6-phosphofructokinase (Trypanosoma brucei brucei), O15648. T. brucei PFK, ADP-Glo luminescence. Potency, µM (doses to about 57.5 µM), inactives show top-dose activity, negative = inhibition, hits mostly inhibitors. 330,000 tested, 0.17% active. AID 485367, 2010;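 note: potency is the fitted concentration of half-maximal effect; 0% = uninhibited 1x PFK enzyme wells and -100% = no-enzyme wells; nearly all actives have a fitted effect of over 60% in size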
#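 PFK 1.25 nM, F6P 0.5 mM, ATP 0.1 mM, 0.1 M TEA pH 8.0, 5 mM MgCl2, 0.01% Tween20, 0.1% BSA; 45 min RT. ADP-Glo readout. qHTS titration up to 57 uM; curves fitted, compounds curve-classed.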
# KCNH2 WT inh = qHTS for Inhibitors of KCHN2 3.1: Wildtype qHTS; Voltage-gated inwardly rectifying potassium channel KCNH2 (Homo sapiens), Q12809; U2OS, BacMam KCNH2, thallium flux FluxOr; stronger effect = lower value; activity change, % at 1.84 µM; 340,000 tested, 0.37% active; AID 720551, 2013;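 active = maximum activity change below -70%; inconclusive = maximum activity change between -70% and -50%; inactive = maximum activity change above -50%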; note: % is set by controls: 0 for no effect and ±100 for the full control effect
#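 U2OS cells transduced with wild-type KCNH2 virus are loaded with FluxOr dye for 45 min, and thallium flux is measured in kinetic reads before and after stimulation buffer. Rate constants are normalized to DMSO controls.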
# GALK inh = qHTS Assay for Inhibitors of Human Galactokinase (GALK). P51570. AID 1868, 2009. Potency, µM (doses to about 57.5 µM), inactives show at the top dose activity change, negative = inhibition, usual class: inhibitors. Purified GALK, Kinase-Glo residual ATP luminescence. 270,000 tested, 0.007% active; note: potency is the fitted concentration of half-maximal effect; % is set by controls: 0 for no effect and ±100 for the full control effect
#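 ATP-depletion format; final 35 uM ATP, 100 uM D-galactose, 5 nM enzyme; pH 8.0 HEPES/Mg2+ buffer; 60 min RT; luminescence read 10 min after detection reagent.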
# Chronic BCR inh = qHTS Assay to Find Inhibitors of Chronic Active B-Cell Receptor Signaling; AID 493014, 2011; 340,000 tested, 0.05% active; ABC-DLBCL IkBa-CBG/CBR reporter, luminescence ratio, 4 h; Potency, µM (doses to about 46.1 µM), for inactives: at the highest dose ratio change, negative = lower green/red ratio, most hits filed as inhibitors; active = well fitted inhibition curve with a large enough effect in the signal ratio, with a control signal flat, not every such curve was filed as active; inconclusive = small, poorly fitted or top-dose-only effect, or effect the other way, or a change in a side signal; the % refers to the signal ratio;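 note: potency is the fitted concentration of half-maximal effect; plate controls were basal doxycycline-induced cells for no effect and cells given 10 µM MG132 for full effect; MG132 reads +100%, hits lower the ratio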
#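 Doxycycline induced both beetle luciferases in TMD8 lymphoma cells; IKK-driven degradation limits the IkappaBalpha-fused green signal, while red luminescence normalises for cell number and nonspecific effects. Compounds tested up to 46 uM, 4 hrs.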
# * marks the source's active call; other numbers are inactive results; ? = inconclusive; nt = not tested or not shown; [ ] = another dose, or the depositor's remark. Unless noted, calls come from the whole dose curve; as a rule, active = well fitted curve in the direction sought with a large enough effect; inconclusive = small, poorly fitted or top-dose-only effect, or another doubt; inactive = no such curve, though single readings can be large; an effect the other way counts as inactive or inconclusive.
# Each structure is followed by: MLL CXXC-DNA inh	TSHR antagonist	Giardia kill	AT treatment	TCR act	FBPA coupling cs	Tb PFK block	KCNH2 WT inh	GALK inh	Chronic BCR inh
1) COc1ccc(/C=C/C(=O)Nc2ccc(-c3nnc4n3CCCCC4)cc2)c(OC)c1
    ?	40	-10	-4%	-4%[46.1 µM]	-7	-2%	-7	1%	0%
2) O=C(N/N=C/c1cc2c(cc1Br)OCO2)c1ccccn1
    9%	8	1	3%	3%	2	2%	2	1%	?
3) COc1ccc(-c2ccc(-c3noc(C4CCCCC4)n3)c(OC)n2)cc1
    5%	-30	3	31%	0%	0	3%	-4	2%	6%
4) Fc1ccc(Br)cc1C1C=C(c2ccc(Br)s2)Nc2ncnn21 (configuration not stated)
    10%	-11	10	-3%	18%	6	14%	-4	2%	?
5) C=CCn1c(SCc2c(C)noc2C)nc2sc3c(c2c1=O)CCCCC3
    2%	-21	-3	8%	1%	0	0%	0	-1%	-11%
6) CCOc1c(C)cnc2c1c(=O)n(Cc1ccc(Cl)cc1)c(=O)n2C
    -11%	0	10	6%	0%	0	8%	3	-2%	6%
7) O=C(CCCn1c(=O)[nH]c2ccccc2c1=O)N1CCN(c2ccccn2)CC1
    7%	14	-24	0%	5%	3	0%	-3	nt	-1%
8) COc1ccc2c(C)cc(SC3CCOC3=O)nc2c1 (configuration not stated)
    9%	-11	4	5%	5%	4	0%	-2	6%	0%
9) CCOC(=O)c1ccc(-c2c(C)cc3oc(=O)cc(-c4ccccc4)c3c2C)cc1
    nt	-18	9	5%	0%[46.1 µM]	3	-1%	4	nt	?
10) Cn1cccc1Cc1nnc(SCC(=O)Nc2cccc(F)c2)n1-c1ccc(F)cc1
    0%	-7	-30	-6%	2%[46.1 µM]	-2	0%	-4	-1%	1%
11) O=C(CC1SC(N2CCCCC2)=NC1=O)Nc1ccc(C(=O)Nc2ccccc2)cc1 (configuration not stated)
    nt	3	13	1%	7%	nt	-1%	-8	nt	?
12) Cc1nc2ccc([N+](=O)[O-])cc2c(=O)n1Cc1ccc(F)cc1
    -9%	-7	-21	3%	6%	1	1%	4	9%	7%
13) COc1ccc(-c2nc(CCNS(=O)(=O)c3ccc4c(c3)OCCO4)cs2)cc1
    3%	-14	-9	4%	-1%	1	6%	-12	0%	3%
14) CCCn1c(N)c(N(CCOC)C(=O)c2cc(S(=O)(=O)N3CCCCCC3)ccc2OC)c(=O)[nH]c1=O
    1%	1	7	-4%	nt	nt	0%	-6	5%	-4%
15) NNC(=O)c1cccn(Cc2ccc(Cl)cc2Cl)c1=O
    12%	-6	-1	-5%	-1%	0	-2%	-88*	3%	-10%
16) CCN1CCCC1CN(Cc1cc2cc(OC)ccc2[nH]c1=O)C(=O)NCc1ccccc1 (configuration not stated)
    -4%	-1	1	4%	-1%	1	-1%	-5	1%	1%
17) Cc1oc(C(C)(C)C)cc1C(=O)N1CCN(c2ncccc2C(F)(F)F)CC1
    -7%	-10	7	7%	1%	0	-1%	-1	1%	1%
18) CC(OC(=O)C1CCN(S(=O)(=O)c2ccc(Cl)cc2)CC1)C(=O)N1CCc2ccccc21 (configuration not stated)
    1%	-5	0	1%	-2%	-3	-5%	7	-3%	?
19) COC(=O)c1sccc1NC(=O)c1ccc(C(C)C)cc1
    6%	-10	8	28%	nt	-3	-1%	-2	-5%	?
20) Cc1cccc(Oc2ncnc(N)c2[N+](=O)[O-])c1C
    5%	-7	2	4%	6%[46.1 µM]	2	-5%	-9	1%	-17%
21) Cc1nc(SCC(=O)Nc2cc(C(N)=O)cc(C(N)=O)c2)c2c(C)c(C)sc2n1
    11%	8	30[activator]	35µM*	9%	3	3%	-26	-2%	-15%
22) Cc1ccc(S(=O)(=O)Nc2ccc(C(=O)OCC(=O)N(CCC#N)c3ccccc3)cc2)cc1C
    4%	3	1	-2%	6%[46.1 µM]	10	0%	1	-3%	0%
23) O=C(CSc1nc2ccc(Nc3nc(N4CCOCC4)nc(N4CCOCC4)n3)cc2s1)NCc1ccco1
    0%	-27	-20	0%	-8%	0	5%	1	-2%	?
24) O=C(NC1CC1)c1ccc(S(=O)(=O)NC2CCCCCC2)cc1
    -6%	21	14	-1%	3%	5	3%	7	2%	-1%
25) CCOc1ccc(NC(=O)NNC(=O)c2cccnc2)cc1
    45%[activator]	15	12	6%	1%	nt	3%	1	-7%	11%
26) O=C(CCS(=O)(=O)c1ccc(Br)s1)NCc1cccs1
    -5%	6	-1	-1%	6%	13	-4%	4	4%	-1%
27) O=C(COc1ccc([N+](=O)[O-])cc1)NCc1cccnc1
    -6%	-3	8	1%	-1%[46.1 µM]	0	-11%	-7	3%	5%
28) Cc1cccc(C(=O)NCC(=O)OCC(=O)c2cc(C)n(CC3CCCO3)c2C)c1 (configuration not stated)
    17%	0	0	-5%	-1%	0	4%	-2	-2%	1%
29) CC1=C(C(=O)Nc2cccc(C)n2)C(c2ccc3c(c2)OCO3)C2=C(CC(c3ccco3)CC2=O)N1 (configuration not stated)
    0%	0	27	12%	-4%	0	1%	-9	1%	2%
30) CN(Cc1ccccc1)c1ccc(N2C(=O)CCC2=O)cc1[N+](=O)[O-]
    -6%	-3	-2	-1%	0%	6	-1%	-2	0%	?
31) O=C(CN(C1CCCCC1)S(=O)(=O)c1ccc(F)cc1)NCc1ccncc1
    8%	4	-5	-16%	-5%	2	2%	-12	3%	-1%
32) Nc1nncn1C(=O)c1c(Cl)cccc1Cl
    -2%	2	-1	-3%	1%	-3	-3%	20	-2%	-7%
33) CCN1CCN(CCNC(=O)c2cn(Cc3ccccc3F)nn2)CC1
    9%	4	-16	3%	-2%[46.1 µM]	2	-2%	2	-1%	11%
34) N#Cc1ccccc1OCC(=O)N1N=C(c2cccs2)CC1c1ccco1 (configuration not stated)
    nt	21	1	2%	nt	nt	-2%	-9	nt	2%
35) COc1cc(/C=C/C(=O)NC(C)C2CC3CCC2C3)cc(OC)c1OC (configuration not stated)
    -8%	-3	10	3%	0%	1	3%	6	-5%	7%
36) Cc1ccc(S(=O)(=O)N(C)c2ccc(OCC(=O)OCc3ccc(C#N)cc3)cc2)cc1
    nt	-14	3	4%	-4%[46.1 µM]	nt	3%	59	nt	-1%
37) O=C(NCCN1CCCCC1)c1ccc2c(c1)OCCO2
    14%	-7	10	-8%	2%	1	1%	1	9%	2%
38) Cc1cccc(NC(=O)C(=O)NCC2CCCO2)c1 (configuration not stated)
    15%	6	36[activator]	3%	-4%	1	-4%	-1	6%	?

# Four entries picked at random from those above, as already listed:
# Each structure is followed by: MLL CXXC-DNA inh	TSHR antagonist	Giardia kill	AT treatment	TCR act	FBPA coupling cs	Tb PFK block	KCNH2 WT inh	GALK inh	Chronic BCR inh
33) CCN1CCN(CCNC(=O)c2cn(Cc3ccccc3F)nn2)CC1
    9%	4	-16	3%	-2%[46.1 µM]	2	-2%	2	-1%	11%
34) N#Cc1ccccc1OCC(=O)N1N=C(c2cccs2)CC1c1ccco1 (configuration not stated)
    nt	21	1	2%	nt	nt	-2%	-9	nt	2%
36) Cc1ccc(S(=O)(=O)N(C)c2ccc(OCC(=O)OCc3ccc(C#N)cc3)cc2)cc1
    nt	-14	3	4%	-4%[46.1 µM]	nt	3%	59	nt	-1%
35) COc1cc(/C=C/C(=O)NC(C)C2CC3CCC2C3)cc(OC)c1OC (configuration not stated)
    -8%	-3	10	3%	0%	1	3%	6	-5%	7%

# 4 compounds already listed, ordered by their value in MLL CXXC-DNA inh, low to high:
no.	SMILES	MLL CXXC-DNA inh
35	COc1cc(/C=C/C(=O)NC(C)C2CC3CCC2C3)cc(OC)c1OC (configuration not stated)	-8%
32	Nc1nncn1C(=O)c1c(Cl)cccc1Cl	-2%
37	O=C(NCCN1CCCCC1)c1ccc2c(c1)OCCO2	14%
38	Cc1cccc(NC(=O)C(=O)NCC2CCCO2)c1 (configuration not stated)	15%
